Screening data from PubChem.
IEC-6 tox: IEC-6 cytotoxicity, counter-screen for KLF5 inhibitors; inhibition, % at 5 µM; luminescence viability; hit rate 0.78% among 290,000; in the data active = inhibition above about 22%;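 also: 0% = plate median of test compound wells and 100% = cytotoxic reference compound wells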
HIF act: HIF pathway transcriptional activation; U2OS HRE-luciferase reporter, luminescence; normalized: DMSO 0%, desferrioxamine 100%; activation, % at 7.5 µM (by protocol); hit rate 0.32% among 300,000; AID 1910;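 active = mean activation of at least 10% of the iron chelator positive control signal, with at least half of replicates also reaching 10%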
Platelet DG rel: modulates dense granule release in human platelets; inhibition, %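 (compounds screened at 7.5 µM in platelet-rich plasma)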; human platelet-rich plasma, SFLLRN dense granule ATP release, luminescence; hit rate 0.22% among 300,000;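 active = mean replicate score, as percent of positive control, at or above 50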
HSF1 activator: increases HSF-1 driven luciferase reporter signal | NIH3T3-HGL HSF-1 luciferase reporter, MG132, 8 h; 100% = twice DMSO control signal | activation, % at 9 µM | hit rate 1.7% among 300,000;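 active = mean replicate activation of at least 50% with a set share of replicates each reaching 50%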;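 also: 0% = median of the neutral control wells and 100% = twice that signal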
AI-2 QS mod: Vibrio harveyi AI-2 quorum sensing modulation; Vibrio harveyi JMH597 AI-2 luminescence/OD600 ratio, 9 h; active compounds read low; strain lacks LuxN and CqsS sensors; 0 = neutral-control median; activity change, % at 7.5 µM; hit rate 0.4% among 300,000; in the data active = activity change below about -75%, passing the limit was not always enough;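 also: luminescence divided by OD600 gain over 9 h not by final OD600 alone; inactives centre near 13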
HSF1 inh: HSF1 inhibition. NIH3T3-HGL HSE-luciferase, MG132-induced, luminescence 8 h; active compounds read low. activity change, negative = inhibition, % at 7.5 µM (by protocol). hit rate 0.77% among 300,000;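 active = more than half of replicate wells show activity change below -50%, luminescence cut by over half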;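 also: luciferase reports HSF-1 transcriptional activity via heat shock element; 0% = median of DMSO wells and -100% = zero luminescence signal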
HDAC3 inh: inhibitors of human histone deacetylase 3 | hit rate 0.15% among 320,000 | O15379 | inhibition, % at 8.3 µM | AID 2718 | recombinant HDAC3, fluorogenic peptide/trypsin coupled, fluorescence; in the data active = inhibition above about 26%, passing the limit was not always enough
Target sequence (O15379 whole entry, looked up): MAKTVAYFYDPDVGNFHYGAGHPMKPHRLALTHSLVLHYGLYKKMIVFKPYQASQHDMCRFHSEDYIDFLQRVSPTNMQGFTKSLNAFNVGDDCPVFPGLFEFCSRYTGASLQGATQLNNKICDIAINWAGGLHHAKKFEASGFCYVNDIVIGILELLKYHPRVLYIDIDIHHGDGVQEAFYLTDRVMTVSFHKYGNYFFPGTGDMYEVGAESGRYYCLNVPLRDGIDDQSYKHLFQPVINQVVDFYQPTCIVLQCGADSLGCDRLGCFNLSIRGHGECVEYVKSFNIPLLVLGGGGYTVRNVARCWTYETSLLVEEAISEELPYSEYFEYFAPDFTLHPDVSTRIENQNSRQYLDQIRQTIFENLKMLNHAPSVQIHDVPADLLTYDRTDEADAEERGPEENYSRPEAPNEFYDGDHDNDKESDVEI
aSyn UTR inh: 5' untranslated region of α-synuclein, MLPCN primary screen; alpha-synuclein 5'UTR reporter, inhibitor activity; inhibition, % (tested at 7.5 µM); hit rate 0.82% among 300,000; AID 1813; in the data active = inhibition above about 60%;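 also: H4 neuroglioblastoma cells stably carrying SNCA 5'UTR luciferase fusion; 0% = DMSO wells and 100% = positive control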
KLF5 inh: inhibitors of KLF5 expression. hit rate 0.23% among 290,000. DLD-1 KLF5 promoter-luciferase reporter, luminescence. inhibition, % at 5 µM;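 active = inhibition above a per-plate limit of that plate's mean compound inhibition plus 3 SD, cut at about 60% in these data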;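 also: 0% = DMSO wells and 100% = LY294002 at 200 µM; higher means less KLF5 promoter-driven luciferase light; inactives centre near -14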
HSP90 inh: inhibitors of HSP90 luciferase refolding in rabbit reticulocyte lysate; luciferase refolding luminescence, 3 h; inhibition, % at 5.6 µM; hit rate 0.91% among 290,000;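 active = inhibition above the screen-wide mean plus 3 SD, computed separately per campaign, cut at about 16% in these data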;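 also: 0% = DMSO wells and 100% = 60 µM geldanamycin wells; inhibitors lower the luminescence because luciferase stays unfolded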
* hit, by the source's call. Outcome played no part in choosing rows; 5% or so of the library scored in one or more.

What do the screens show for `Cc1nn(C)c(NC(=O)c2ccc(Cl)cc2Cl)c1Br`?
IEC-6 tox: -4; HIF act: 2.4; Platelet DG rel: -9; HSF1 activator: 9; AI-2 QS mod: 2; HSF1 inh: -6; HDAC3 inh: -5; aSyn UTR inh: -1; KLF5 inh: -4; HSP90 inh: -1

How did CC(C)=CC1C(C(=O)NCCc2ccccc2)C1(C)C (centres undefined) do in these assays?
HIF act: 0.1; Platelet DG rel: -1; HSF1 activator: 14; AI-2 QS mod: 15; HSF1 inh: 5; HDAC3 inh: 3; aSyn UTR inh: -3

What do the screens show for `S=c1[nH]nc(Nc2ccccc2)s1`?
IEC-6 tox: 6; HIF act: 0.2; Platelet DG rel: -1; HSF1 activator: 10; AI-2 QS mod: 8; HSF1 inh: 0; HDAC3 inh: 6; aSyn UTR inh: -11; KLF5 inh: -40; HSP90 inh: 0

How did CCSc1nc2ccccc2c(=O)n1-c1c(C)n(C)n(-c2ccccc2)c1=O do in these assays?
IEC-6 tox: 2; HIF act: 0.0; Platelet DG rel: -7; HSF1 activator: 23; AI-2 QS mod: 9; HSF1 inh: 15; HDAC3 inh: 3; aSyn UTR inh: -28; KLF5 inh: -17; HSP90 inh: 2

Results for O=C1CSC(c2ccc([N+](=O)[O-])cc2)N1c1ccccc1F (centres undefined) ?
IEC-6 tox: 1; HIF act: -1.2; Platelet DG rel: -3; HSF1 activator: 0; AI-2 QS mod: 11; HSF1 inh: 5; HDAC3 inh: -1; aSyn UTR inh: 0; KLF5 inh: -4; HSP90 inh: 2

Results for CC(C)NC(=O)C(=O)NCCCN1CCOCC1 ?
IEC-6 tox: -3; HIF act: -0.4; Platelet DG rel: 0; HSF1 activator: 17; AI-2 QS mod: 25; HSF1 inh: 5; HDAC3 inh: -6; aSyn UTR inh: -13; KLF5 inh: -31; HSP90 inh: 1

Results for COCCn1c(=NC(=O)c2nc3ccccc3s2)sc2cc(S(C)(=O)=O)ccc21 ?
IEC-6 tox: 1; HIF act: 0.0; Platelet DG rel: 4; HSF1 activator: -13; AI-2 QS mod: 17; HSF1 inh: -10; HDAC3 inh: -4; aSyn UTR inh: -17; KLF5 inh: -46; HSP90 inh: 0

How did Cn1c(SCC(=O)Nc2sccc2C(N)=O)nnc1-c1ccncc1 do in these assays?
IEC-6 tox: 8; HIF act: -0.2; Platelet DG rel: -19; HSF1 activator: 3; AI-2 QS mod: 17; HSF1 inh: 4; HDAC3 inh: 2; aSyn UTR inh: 11; KLF5 inh: -5; HSP90 inh: 2

What do the screens show for `Cc1ccccc1NC(=O)OCc1cn(-c2ccc(Cl)cc2)nn1`?
IEC-6 tox: 1; HIF act: -0.1; Platelet DG rel: 5; HSF1 activator: 24; AI-2 QS mod: 33; HSF1 inh: -5; HDAC3 inh: -4; aSyn UTR inh: -6; KLF5 inh: -5; HSP90 inh: 0

What do the screens show for `S=c1[nH]c(-c2cccs2)cn1-c1ccccc1`?
IEC-6 tox: 0; HIF act: 2.1; Platelet DG rel: -5; HSF1 activator: 33; AI-2 QS mod: 12; HSF1 inh: 2; HDAC3 inh: -3; aSyn UTR inh: -60; KLF5 inh: -46; HSP90 inh: 9

What do the screens show for `O=C(CSc1nnc(Nc2ccccc2)s1)Nc1ccc(S(=O)(=O)N2CCOCC2)cc1`?
IEC-6 tox: 0; HIF act: 0.2; Platelet DG rel: 9; HSF1 activator: 7; AI-2 QS mod: 23; HSF1 inh: 4; HDAC3 inh: -6; aSyn UTR inh: -11; KLF5 inh: -9; HSP90 inh: 2

Results for CC(C)(C)[C@@H]1C=C(C(=O)O)O[C@H](OCc2ccc(CO)cc2)C1 ?
IEC-6 tox: 2; HIF act: -5.9; Platelet DG rel: -4; HSF1 activator: -1; AI-2 QS mod: 16; HSF1 inh: -2; HDAC3 inh: -11; aSyn UTR inh: -18; KLF5 inh: -7; HSP90 inh: 10

Results for CCN(CC)CCN(C(=O)c1ccc(C(=O)c2ccccc2)cc1)c1nc2cc3c(cc2s1)OCO3 ?
IEC-6 tox: 0; HIF act: 0.4; Platelet DG rel: -9; HSF1 activator: -2; AI-2 QS mod: 5; HSF1 inh: -6; HDAC3 inh: 15; aSyn UTR inh: 1; KLF5 inh: -52; HSP90 inh: 4

What do the screens show for `CC1CCCN(CC(O)CN)C1` (centres undefined)?
IEC-6 tox: 1; HIF act: -0.6; Platelet DG rel: -1; HSF1 activator: -7; AI-2 QS mod: 15; HSF1 inh: -4; HDAC3 inh: 2; aSyn UTR inh: 30; KLF5 inh: -31; HSP90 inh: 1

Results for COCCCN1C(=O)C(=O)/C(=C(/O)c2ccc3c(c2)OCCO3)C1c1ccc(C(=O)OC)cc1 (centres undefined) ?
IEC-6 tox: 5; HIF act: 0.1; Platelet DG rel: -1; HSF1 activator: -7; AI-2 QS mod: 25; HSF1 inh: -7; HDAC3 inh: 11; aSyn UTR inh: 0; KLF5 inh: -46; HSP90 inh: -1

What do the screens show for `Cn1c(SCC(=O)CC(=O)Nc2ccccc2)nnc1-c1ccc(O)cc1`?
IEC-6 tox: -7; HIF act: 1.3; Platelet DG rel: -10; HSF1 activator: 11; AI-2 QS mod: 15; HSF1 inh: 9; HDAC3 inh: 1; aSyn UTR inh: 12; KLF5 inh: -46; HSP90 inh: -3

Results for Cc1ccccc1C(=O)OCc1cnc(Cl)s1 ?
IEC-6 tox: -6; Platelet DG rel: 7; AI-2 QS mod: -6; HDAC3 inh: 0; KLF5 inh: -9; HSP90 inh: 3

Results for Cc1cccc(C(=O)Nc2sc3c(c2C(=O)O)CCC3)c1 ?
IEC-6 tox: 5; HIF act: 0.8; Platelet DG rel: 0; HSF1 activator: 11; AI-2 QS mod: 23; HSF1 inh: -1; HDAC3 inh: 10; aSyn UTR inh: -31; KLF5 inh: -7; HSP90 inh: -3

What do the screens show for `O=C(NCc1ccc(F)cc1)C(=O)NCC1OCCN1C(=O)c1cccs1` (centres undefined)?
IEC-6 tox: -3; HIF act: 0.0; Platelet DG rel: -5; HSF1 activator: -9; AI-2 QS mod: 19; HSF1 inh: -5; HDAC3 inh: 4; aSyn UTR inh: 12; KLF5 inh: -31; HSP90 inh: -4

How did c1ccc(C2OC3c4cccc5cccc(c45)C3N2c2ccccc2)cc1 (centres undefined) do in these assays?
IEC-6 tox: 3; HIF act: -0.9; Platelet DG rel: 6; HSF1 activator: 3; AI-2 QS mod: 30; HSF1 inh: 1; HDAC3 inh: 8; aSyn UTR inh: 31; KLF5 inh: -10; HSP90 inh: -3

Results for O=S(=O)(NC1CCCC1)c1cc(F)ccc1F ?
IEC-6 tox: 5; HIF act: -0.3; Platelet DG rel: -4; HSF1 activator: -16; AI-2 QS mod: 19; HSF1 inh: -8; HDAC3 inh: 3; aSyn UTR inh: 5; KLF5 inh: -28; HSP90 inh: -3

Results for Cc1ccc(CNC(=O)/C=C/C(=O)O)cc1 ?
IEC-6 tox: -2; HIF act: -0.3; Platelet DG rel: -1; HSF1 activator: -5; AI-2 QS mod: 17; HSF1 inh: -4; HDAC3 inh: 0; aSyn UTR inh: 4; KLF5 inh: -13; HSP90 inh: 2

What do the screens show for `Cc1cccc(C)c1NC(=O)Nc1cccs1`?
IEC-6 tox: -2; HIF act: -0.2; Platelet DG rel: -2; HSF1 activator: 12; AI-2 QS mod: 16; HSF1 inh: 0; HDAC3 inh: 9; aSyn UTR inh: 4; KLF5 inh: -2; HSP90 inh: 2

Results for Fc1ccccc1Nc1ncnc2c1nnn2Cc1ccccc1 ?
IEC-6 tox: -2; HIF act: -0.3; Platelet DG rel: -6; HSF1 activator: 12; AI-2 QS mod: 7; HSF1 inh: 13; HDAC3 inh: 7; aSyn UTR inh: -10; KLF5 inh: -31; HSP90 inh: -4

How did CCS(=O)(=O)N1CCN(C(=O)COc2ccc(-c3ccccc3)cc2)CC1 do in these assays?
IEC-6 tox: -4; HIF act: 0.2; Platelet DG rel: -1; HSF1 activator: 3; AI-2 QS mod: 21; HSF1 inh: -5; HDAC3 inh: -5; aSyn UTR inh: 16; KLF5 inh: -41; HSP90 inh: 0

How did CCCN1C2=C(C(=O)CCC2)C(c2ccc(O)c(Br)c2)C2=C1CCCC2=O do in these assays?
IEC-6 tox: 3; HIF act: -1.0; Platelet DG rel: 2; HSF1 activator: -4; AI-2 QS mod: 5; HSF1 inh: -9; HDAC3 inh: -9; aSyn UTR inh: -39; KLF5 inh: 10; HSP90 inh: 4

What do the screens show for `Nc1nccnc1C(=O)OCc1nc2sc3c(c2c(=O)[nH]1)CCCC3`?
HIF act: 2.3; Platelet DG rel: -1; HSF1 activator: -3; AI-2 QS mod: 7; HSF1 inh: -1; HDAC3 inh: -15; aSyn UTR inh: 10

How did COc1cc(CCC(=O)Nc2ccc(C)c(S(=O)(=O)N(C)C)c2)cc(OC)c1OC do in these assays?
IEC-6 tox: 5; HIF act: -0.6; Platelet DG rel: 11; HSF1 activator: -1; AI-2 QS mod: 18; HSF1 inh: 5; HDAC3 inh: -1; aSyn UTR inh: 28; KLF5 inh: -34; HSP90 inh: 4

What do the screens show for `Cc1cc(NC(=O)Cn2nnc3sc4c(c3c2=O)CCCC4)no1`?
IEC-6 tox: -1; HIF act: -0.1; Platelet DG rel: 16; HSF1 activator: 2; AI-2 QS mod: 14; HSF1 inh: 0; HDAC3 inh: -5; aSyn UTR inh: -19; KLF5 inh: 2; HSP90 inh: -4

What do the screens show for `Cc1cc(C(=O)OCC(=O)c2ccc3c(c2)OCCO3)c(C)o1`?
IEC-6 tox: -3; HIF act: 1.9; Platelet DG rel: 10; HSF1 activator: 1; AI-2 QS mod: -24; HSF1 inh: 10; HDAC3 inh: -4; aSyn UTR inh: -47; KLF5 inh: -38; HSP90 inh: 2

How did COc1ccc(-n2c(C)cc(C(=O)COC(=O)c3cc(NC(=O)c4cccs4)c(OC)c(OC)c3)c2C)cc1 do in these assays?
IEC-6 tox: 0; HIF act: -0.3; Platelet DG rel: -5; HSF1 activator: 14; AI-2 QS mod: 21; HSF1 inh: 5; HDAC3 inh: -6; aSyn UTR inh: 8; KLF5 inh: -31; HSP90 inh: 3

What do the screens show for `CCCC(=O)Nc1cc(C(=O)N(C)CC(OC)OC)ccc1S(=O)(=O)c1ccc(C)cc1`?
IEC-6 tox: 1; HIF act: -1.5; Platelet DG rel: 6; HSF1 activator: 12; AI-2 QS mod: 18; HSF1 inh: -1; HDAC3 inh: 2; aSyn UTR inh: 3; KLF5 inh: -14; HSP90 inh: 2

How did CN1CCOCCOCCOCCN(C)C1=S do in these assays?
IEC-6 tox: -5; HIF act: 0.0; Platelet DG rel: 0; HSF1 activator: 13; AI-2 QS mod: 17; HSF1 inh: -1; HDAC3 inh: -7; aSyn UTR inh: 1; KLF5 inh: -1; HSP90 inh: -1

How did CCN(CC)S(=O)(=O)c1ccc(OC)c(NC(=O)c2ccc([N+](=O)[O-])cc2)c1 do in these assays?
IEC-6 tox: -3; HIF act: -0.3; Platelet DG rel: -1; HSF1 activator: 11; AI-2 QS mod: -11; HSF1 inh: 0; HDAC3 inh: 15; aSyn UTR inh: 18; KLF5 inh: -42; HSP90 inh: -2

Two compounds picked at random from the list so far, as already listed:
How did CCN(CC)S(=O)(=O)c1ccc(OC)c(NC(=O)c2ccc([N+](=O)[O-])cc2)c1 do in these assays?
IEC-6 tox: -3; HIF act: -0.3; Platelet DG rel: -1; HSF1 activator: 11; AI-2 QS mod: -11; HSF1 inh: 0; HDAC3 inh: 15; aSyn UTR inh: 18; KLF5 inh: -42; HSP90 inh: -2

How did COc1ccc(-n2c(C)cc(C(=O)COC(=O)c3cc(NC(=O)c4cccs4)c(OC)c(OC)c3)c2C)cc1 do in these assays?
IEC-6 tox: 0; HIF act: -0.3; Platelet DG rel: -5; HSF1 activator: 14; AI-2 QS mod: 21; HSF1 inh: 5; HDAC3 inh: -6; aSyn UTR inh: 8; KLF5 inh: -31; HSP90 inh: 3
